UHRF1 MBD2 ctr: blocks human UHRF1 binding to methylated DNA | Q96T88 | UHRF1 binding to methylated oligo, TR-FRET | inhibition, % at 4.4 µM | hit rate 0.75% among 370,000 | AID 687016; in the data active means inhibition above about 21%;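 further: UHRF1 SRA domain binding a hemimethylated CpG hairpin DNA probe; 0% = median of test compound wells and 100% = reference inhibitor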
LEDGF integ inh: blocks HIV-1 LEDGF/p75-dependent DNA integration | TR-FRET IN-LEDGF/p75 DNA integration, Eu/Cy5 | inhibition, % at 3.7 µM | hit rate 0.64% among 370,000 | AID 743269;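 active means inhibition above the screen-wide mean plus 3 SD, cut at about 13% in these data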;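 further: signal is the Cy5 over europium emission ratio at 671 and 618 nm; 0% = plate median of compound wells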
TDP2 inh: blocks human TDP2 phosphodiesterase activity | O95551 | recombinant TDP2, T5PNP hydrolysis, p-nitrophenol absorbance 415 nm | inhibition, % at 12.8 µM | hit rate 0.34% among 370,000 | AID 720702;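 active means inhibition above the mean of all tested compounds plus 3 SD, set per campaign, cut at about 25% in these data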;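 further: 0% = DMSO with enzyme and 100% = buffer with substrate but no TDP2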
Target sequence (O95551 whole entry, looked up): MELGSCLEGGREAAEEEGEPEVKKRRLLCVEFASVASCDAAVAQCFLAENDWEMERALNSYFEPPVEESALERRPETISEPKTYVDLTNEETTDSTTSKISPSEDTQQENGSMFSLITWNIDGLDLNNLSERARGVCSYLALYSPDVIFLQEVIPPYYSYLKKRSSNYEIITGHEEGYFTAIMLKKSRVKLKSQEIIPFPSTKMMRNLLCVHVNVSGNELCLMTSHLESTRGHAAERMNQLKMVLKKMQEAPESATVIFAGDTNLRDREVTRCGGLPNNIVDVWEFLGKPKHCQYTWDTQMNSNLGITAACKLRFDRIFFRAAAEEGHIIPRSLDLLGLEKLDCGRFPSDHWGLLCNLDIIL
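System – recombinant human TDP2 · Amount – 120 nM TDP2 per well · Buffer or medium – Mg2+-containing Tris-HCl buffer, pH 7.5 · Reagent – T5PNP substrate, 5 mM · Dosing – 12.8 µM single point, 1% DMSO · Incubation – 2 h at 37 °C · Measured by – epi absorbance · Read-out basis – percent inhibition · Benchmarks – high control without enzyme, low control DMSO plus TDP2 · Repeats – singlicate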
HTRA1 inhibitor: inhibitors of human serine peptidase HTRA1; recombinant HTRA1, FP-rhodamine activity-based probe, fluorescence polarization; inhibition, % at 5.96 µM; hit rate 0.5% among 340,000; in the data active means inhibition above about 36%;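 further: 0% = enzyme with DMSO and 100% = wells lacking enzyme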
SIAE inh: blocks human sialic acid acetylesterase; hit rate 0.69% among 370,000; SIAE FP-Rh probe binding, fluorescence polarization; Q9HAT2; inhibition, % at 9.66 µM; AID 1053197;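 active means inhibition above a cutoff: mean of compounds within the control limits plus 3 SD of those, cut at about 17% in these data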;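 further: 0% = plate median of compound wells and 100% = probe without SIAE protein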
DDE Tn7 FP inh: DD(E)-Tn7 binding inhibition, primary FP screen; inhibition, % at 8.3 µM; P02675; hit rate 0.13% among 370,000; AID 720508; FP displacement of FITC-Tn7 peptide from fibrin DD(E); 0% = median of compound wells per plate;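 active means inhibition above the mean of compounds falling within the control limits plus 3 SD of them, cut at about 14% in these data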;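 further: 0% = plate median of compound wells and 100% = 10 µM Aha-Tn7 peptide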
Target sequence (P02675 whole entry, looked up): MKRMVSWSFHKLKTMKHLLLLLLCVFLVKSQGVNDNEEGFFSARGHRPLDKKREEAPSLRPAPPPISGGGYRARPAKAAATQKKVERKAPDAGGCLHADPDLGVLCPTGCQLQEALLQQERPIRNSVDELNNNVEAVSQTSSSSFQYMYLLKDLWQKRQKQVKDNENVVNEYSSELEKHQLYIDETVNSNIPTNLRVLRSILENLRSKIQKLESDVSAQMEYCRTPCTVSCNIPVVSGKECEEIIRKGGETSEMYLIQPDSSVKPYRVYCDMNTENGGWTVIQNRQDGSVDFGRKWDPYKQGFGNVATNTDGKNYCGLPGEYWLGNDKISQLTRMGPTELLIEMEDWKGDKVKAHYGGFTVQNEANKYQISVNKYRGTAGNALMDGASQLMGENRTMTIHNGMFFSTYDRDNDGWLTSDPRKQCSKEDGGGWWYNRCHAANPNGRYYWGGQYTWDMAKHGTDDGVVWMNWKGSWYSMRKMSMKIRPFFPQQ
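Assay system: human fibrin DD(E). Input: DD(E) 2 µM final. Medium: Tris buffer with calcium and detergent, pH 7.8. Compound dosing: single point at 8.3 µM. Timing: 10 min plus 3 h, room temperature. Technique: fluorescence polarization of the labelled Tn7 tracer. Read-out: percent inhibition. Replicates: singlicate testing.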
PRMT1 FP inh: blocks human protein arginine methyltransferase 1. inhibition, % at 2.79 µM. hit rate 1.3% among 370,000. Q99873. recombinant PRMT1, activity-based probe fluorescence polarization;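 active means inhibition above about 21% made by adding two undisclosed values, limit read from the data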
PG9 binder: binds the HIV-1 gp120 antibody PG9. inhibition, % at 6.7 µM. TR-FRET gp120-PG9 antibody binding. AID 624416. hit rate 0.43% among 360,000; in the data active means inhibition above about 8.5%
mABHD4 FP: inhibitors of mouse ABHD4. Q8VD66. purified mABHD4, FP-Rh probe fluorescence polarization. inhibition, % at 8.92 µM. hit rate 0.54% among 370,000. AID 720543;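 active means inhibition exceeding the mean over every tested compound plus 3 SD, cut at about 30% in these data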;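 further: 0% = plate median of compound wells and 100% = S159A mutant with DMSO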
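Test system: mABHD4 protein; Read-out basis: % inhibition; Incubation: 45 min + 60 min at 25 °C; Repeats: single replicate; Technique: fluorescence polarization with parallel and perpendicular emission, 525/598 nm; Compound: 8.92 µM, single dose; Benchmarks: full inhibition S159A mutant plus DMSO, zero as sample-well median.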
TCR-CD3 inh: inhibitors of human TCR-CD3 interaction; TAMRA-labeled TCR probe fluorescence, biochemical; inhibition, % at 9.4 µM; hit rate 0.37% among 360,000; AID 651800; in the data active means inhibition above about 19%;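 further: recombinant mutant TCR 2C K166C tagged with TAMRA read by polarization; 0% = receptor in buffer alone and 100% = receptor with positive control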
An asterisk follows results filed as active.

For O=C(CCN1CCOCC1)NNC(=S)NC(=O)c1ccc(Br)cc1 the results were UHRF1 MBD2 ctr 0, LEDGF integ inh 1, TDP2 inh -15, HTRA1 inhibitor 4, SIAE inh -2, DDE Tn7 FP inh -6, PRMT1 FP inh 6, PG9 binder -0.1, mABHD4 FP -3 and TCR-CD3 inh 13.
Screening COc1ccc(-c2csc(NC(CO)c3nc4ccccc4n3Cc3ccc(C)cc3)n2)cc1 (centres undefined) returned UHRF1 MBD2 ctr 4, LEDGF integ inh -1, TDP2 inh -6, HTRA1 inhibitor -27, SIAE inh -5, DDE Tn7 FP inh 0, PRMT1 FP inh 3, PG9 binder 0.2, mABHD4 FP -17 and TCR-CD3 inh 3.
For CC(C)NC(=O)C1CCN(c2ccc(S(=O)(=O)N3CCOCC3)cc2Cl)CC1 the results were UHRF1 MBD2 ctr 0, LEDGF integ inh -5, TDP2 inh 3, HTRA1 inhibitor 0, SIAE inh 3, DDE Tn7 FP inh 2, PRMT1 FP inh -2, PG9 binder 1.3, mABHD4 FP -1 and TCR-CD3 inh 3.
For Cc1cc2nccc(-c3ccc(Cl)c([N+](=O)[O-])c3)n2n1 the results were UHRF1 MBD2 ctr -1, LEDGF integ inh 2, TDP2 inh -5, HTRA1 inhibitor 0, SIAE inh -2, DDE Tn7 FP inh -6, PRMT1 FP inh -5, PG9 binder -3.3, mABHD4 FP -3 and TCR-CD3 inh 3.
`O=C1C=C(c2ccc3[nH]ccc3c2)C[C@@H](c2ccc(Cl)cc2)C1` gave UHRF1 MBD2 ctr 0, LEDGF integ inh 4, TDP2 inh -16, HTRA1 inhibitor -87, SIAE inh -7, DDE Tn7 FP inh -8, PRMT1 FP inh -3, PG9 binder -1.4, mABHD4 FP -40 and TCR-CD3 inh 1.
For CCOC(=O)C1CCCN(C(=O)c2sc3nc4n(c(=O)c3c2C)CCC4)C1 (centres undefined) the results were UHRF1 MBD2 ctr 7, LEDGF integ inh 1, TDP2 inh 8, HTRA1 inhibitor 5, SIAE inh 6, DDE Tn7 FP inh -4, PRMT1 FP inh 0, PG9 binder -0.8, mABHD4 FP 0 and TCR-CD3 inh 9.
Screening COc1cc(-c2[nH]ncc2CN(C)Cc2cc(C)[nH]n2)cc(OC)c1OC returned UHRF1 MBD2 ctr -1, LEDGF integ inh 1, TDP2 inh -1, HTRA1 inhibitor 1, SIAE inh 3, DDE Tn7 FP inh -3, PRMT1 FP inh 0, PG9 binder 0.3, mABHD4 FP -6 and TCR-CD3 inh -4.
Cc1cccc(OC(=O)n2c(=S)oc3cc(Cl)ccc32)c1 was read as UHRF1 MBD2 ctr 0, LEDGF integ inh 1, TDP2 inh 7, HTRA1 inhibitor 7, SIAE inh 10, DDE Tn7 FP inh 7, PRMT1 FP inh 3, PG9 binder -2.4, mABHD4 FP 7 and TCR-CD3 inh 3.
For COc1ccc(OCC2CCCN(Cc3nc(CC4CC4)no3)C2)cc1 (centres undefined) the results were UHRF1 MBD2 ctr -1, LEDGF integ inh 0, TDP2 inh 0, HTRA1 inhibitor 2, SIAE inh 1, DDE Tn7 FP inh 2, PRMT1 FP inh -3, PG9 binder -0.5, mABHD4 FP 4 and TCR-CD3 inh 6.
CC(C)OCCCNC(=O)C1CCN(S(=O)(=O)N2CCCCC2)CC1 was read as UHRF1 MBD2 ctr 1, LEDGF integ inh 0, TDP2 inh -6, HTRA1 inhibitor 5, SIAE inh -7, DDE Tn7 FP inh -3, PRMT1 FP inh 0, PG9 binder 0.8, mABHD4 FP 11 and TCR-CD3 inh 1.
For CCOc1ccc(NS(=O)(=O)c2ccc(OC)c(NC(=O)c3ccc4c(c3)OCCO4)c2)cc1 the results were UHRF1 MBD2 ctr 1, LEDGF integ inh 2, TDP2 inh -5, HTRA1 inhibitor -71, SIAE inh -28, DDE Tn7 FP inh 1, PRMT1 FP inh 2, PG9 binder 3.8, mABHD4 FP -25 and TCR-CD3 inh -2.
COc1ccccc1CNC(=O)C1CCN(S(C)(=O)=O)CC1 was read as UHRF1 MBD2 ctr 6, LEDGF integ inh 5, TDP2 inh -2, HTRA1 inhibitor -3, SIAE inh -1, DDE Tn7 FP inh 5, PRMT1 FP inh 1, PG9 binder 1.0, mABHD4 FP -12 and TCR-CD3 inh 0.
For COc1ccc(Nc2nnc(SCC(=O)N3CCCC3)s2)cc1 the results were UHRF1 MBD2 ctr -2, LEDGF integ inh -3, TDP2 inh -9, HTRA1 inhibitor 0, SIAE inh 2, DDE Tn7 FP inh 2, PRMT1 FP inh 2, PG9 binder -1.1, mABHD4 FP 1 and TCR-CD3 inh 7.
`COc1cc2c(cc1OC)C(c1cc(Br)ccc1O)N(C(C)=O)CC2` (centres undefined) gave UHRF1 MBD2 ctr 5, LEDGF integ inh -3, TDP2 inh -8, HTRA1 inhibitor -8, SIAE inh -3, DDE Tn7 FP inh 3, PRMT1 FP inh 8, PG9 binder 0.8, mABHD4 FP -8 and TCR-CD3 inh -6.
CC(C)(C)OC(=O)CNC(=O)c1[nH]cnc1C(=O)NCCCCCNC(=O)OC(C)(C)C was read as UHRF1 MBD2 ctr -1, LEDGF integ inh -1, TDP2 inh -4, HTRA1 inhibitor 2, SIAE inh -7, DDE Tn7 FP inh 5, PRMT1 FP inh 2, PG9 binder -1.5, mABHD4 FP 2 and TCR-CD3 inh -3.
For Cc1nnc(NC(=O)COc2ccccc2)s1 the results were UHRF1 MBD2 ctr -2, LEDGF integ inh -4, TDP2 inh 0, HTRA1 inhibitor -8, SIAE inh -7, DDE Tn7 FP inh -5, PRMT1 FP inh -3, PG9 binder -0.2, mABHD4 FP 4 and TCR-CD3 inh 9.
Screening Cc1nn(C)c(Oc2ccc(Cl)cc2)c1C(=O)Nc1ccc(F)cc1F returned UHRF1 MBD2 ctr -3, LEDGF integ inh 2, TDP2 inh -12, HTRA1 inhibitor -11, SIAE inh 1, DDE Tn7 FP inh -7, PRMT1 FP inh -1, PG9 binder -1.2, mABHD4 FP 2 and TCR-CD3 inh -3.
For O=c1c2ccccc2nnn1Cc1ccco1 the results were UHRF1 MBD2 ctr 0, LEDGF integ inh -2, TDP2 inh -4, SIAE inh 2, DDE Tn7 FP inh 2, PRMT1 FP inh -1, PG9 binder -3.1, mABHD4 FP 5 and TCR-CD3 inh 6.
`O=C(Nc1nc2ccc(Cl)cc2s1)c1cc(-c2ccc(Cl)cc2)nc2ccccc12` gave UHRF1 MBD2 ctr 2, LEDGF integ inh 6, TDP2 inh -16, SIAE inh -4, DDE Tn7 FP inh -7, PRMT1 FP inh 9 and mABHD4 FP -2.
C=CCNC(=S)/N=c1/ccccn1CCC was read as UHRF1 MBD2 ctr 2, LEDGF integ inh -2, TDP2 inh 6, HTRA1 inhibitor 7, SIAE inh 8, DDE Tn7 FP inh -11, PRMT1 FP inh -6, PG9 binder -3.6, mABHD4 FP -3 and TCR-CD3 inh -2.

Two records drawn at random from the list so far:
`COc1cc2c(cc1OC)C(c1cc(Br)ccc1O)N(C(C)=O)CC2` (centres undefined) gave UHRF1 MBD2 ctr 5, LEDGF integ inh -3, TDP2 inh -8, HTRA1 inhibitor -8, SIAE inh -3, DDE Tn7 FP inh 3, PRMT1 FP inh 8, PG9 binder 0.8, mABHD4 FP -8 and TCR-CD3 inh -6.
For CCOc1ccc(NS(=O)(=O)c2ccc(OC)c(NC(=O)c3ccc4c(c3)OCCO4)c2)cc1 the results were UHRF1 MBD2 ctr 1, LEDGF integ inh 2, TDP2 inh -5, HTRA1 inhibitor -71, SIAE inh -28, DDE Tn7 FP inh 1, PRMT1 FP inh 2, PG9 binder 3.8, mABHD4 FP -25 and TCR-CD3 inh -2.

(list continues)
`COc1ccc(C(=O)NC(=O)Nc2cc(C)ccn2)cc1` gave UHRF1 MBD2 ctr -4, LEDGF integ inh -1, TDP2 inh 8, HTRA1 inhibitor -3, SIAE inh 2, DDE Tn7 FP inh 0, PRMT1 FP inh -4, PG9 binder -3.1, mABHD4 FP -9 and TCR-CD3 inh 0.
COC(=O)Cc1cc(=O)n(-c2ccccc2)[nH]1 was read as UHRF1 MBD2 ctr -6, LEDGF integ inh 2, TDP2 inh 3, HTRA1 inhibitor -1, SIAE inh 9, DDE Tn7 FP inh -4, PRMT1 FP inh 11, PG9 binder -2.1, mABHD4 FP 15 and TCR-CD3 inh 2.
`CC(c1ccccc1)N(CC(=O)NC1CCCCC1)S(=O)(=O)c1cccc(C(F)(F)F)c1` (centres undefined) gave UHRF1 MBD2 ctr 1, LEDGF integ inh -2, TDP2 inh 12, HTRA1 inhibitor -37, SIAE inh 9, DDE Tn7 FP inh 0, PRMT1 FP inh 3, PG9 binder -1.4, mABHD4 FP 12 and TCR-CD3 inh -11.
For Cc1cc(NC(=O)CCC(=O)N(c2ccccc2)C(C(=O)NC(C)(C)C)c2ccccc2Cl)no1 (centres undefined) the results were UHRF1 MBD2 ctr 1, LEDGF integ inh -3, TDP2 inh -12, HTRA1 inhibitor -6, SIAE inh -4, DDE Tn7 FP inh 2, PRMT1 FP inh 3, PG9 binder -0.7, mABHD4 FP 2 and TCR-CD3 inh -6.
Screening COc1ccc(S(=O)(=O)NC(C)(C)C)cc1-c1nnc2c3ccccc3c(C)nn12 returned UHRF1 MBD2 ctr 2, LEDGF integ inh -2, TDP2 inh -8, HTRA1 inhibitor 0, SIAE inh -3, DDE Tn7 FP inh 3, PRMT1 FP inh -1, PG9 binder 0.1, mABHD4 FP 6 and TCR-CD3 inh 4.
N#C/C(=C\c1ccc(-c2ccc(S(=O)(=O)N3CCOCC3)cc2)o1)C(=O)NC1CC1 was read as UHRF1 MBD2 ctr 0, LEDGF integ inh -1, TDP2 inh -2, HTRA1 inhibitor -6, SIAE inh -10, DDE Tn7 FP inh 1, PRMT1 FP inh 2, PG9 binder -5.2, mABHD4 FP 1 and TCR-CD3 inh 5.
For O=C(O)c1cnc2[nH]c3ccccc3n2c1=O the results were UHRF1 MBD2 ctr 1, LEDGF integ inh 1, TDP2 inh 2, HTRA1 inhibitor -4, SIAE inh 2, DDE Tn7 FP inh 2, PRMT1 FP inh 2, PG9 binder -1.2, mABHD4 FP 4 and TCR-CD3 inh 5.
`NC(N)=NS(=O)(=O)c1ccc(NC(=S)NC(=O)/C=C/c2ccccc2)cc1` gave UHRF1 MBD2 ctr 2, LEDGF integ inh 7, TDP2 inh -4, HTRA1 inhibitor -14, SIAE inh -18, DDE Tn7 FP inh 1, PRMT1 FP inh 7, PG9 binder 2.7, mABHD4 FP -10 and TCR-CD3 inh -10.
For Cc1cccc(NC(=S)NNC(=O)c2cccc([N+](=O)[O-])c2)c1 the results were UHRF1 MBD2 ctr 1, LEDGF integ inh 4, TDP2 inh -5, HTRA1 inhibitor 2, SIAE inh 6, DDE Tn7 FP inh -13, PRMT1 FP inh -1, PG9 binder -2.1, mABHD4 FP 7 and TCR-CD3 inh 3.

Compound activity as filed in PubChem.
